High-throughput results deposited in PubChem BioAssay by National Center for Advancing Translational Sciences (NCATS).
GFP derepression: derepresses silenced GFP locus in mouse C127i cells; 68,000 compounds, 0.09% hits; mouse C127i GFP locus derepression, cytometry, 30 h; Potency, µM (series often up to 46.1 µM), for inactives: top-dose GFP derepression (activation); also: % of control where 0% means no effect
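Read-out is the number of GFP-positive cells, scored as fluorescent objects 20 to 120 um wide, reflecting derepression of a silenced CMV-GFP reporter in murine C127i cells after 30 h compound exposure at 37 C.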
A350 autofl: A350 region autofluorescence | Compound autofluorescence, 340/450 nm, Alexa 350 dye-equivalents; stronger effect = higher value | max dye-equivalent concentration, M | 59,000 compounds, 11% hits | AID 590; in the data active = max dye-equivalent concentration above about 10 nM; inconclusive = mostly about 1.1 nM to 9.6 nM
BRCT inh green: blocks human BRCA1 BRCT binding to phosphopeptide, green readout; BRCA1 BRCT-phosphopeptide binding, green fluorescence polarization; Potency, µM (titrated, usually from 76.9 µM), inactives show at the highest dose activity change, negative = inhibition, hits mostly inhibitors; 75,000 compounds, 0.05% hits;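 also: potency is read from the fitted curve at half-maximal effect; plate controls were peptide without protein for full effect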
Target sequence (P38398 whole entry, looked up): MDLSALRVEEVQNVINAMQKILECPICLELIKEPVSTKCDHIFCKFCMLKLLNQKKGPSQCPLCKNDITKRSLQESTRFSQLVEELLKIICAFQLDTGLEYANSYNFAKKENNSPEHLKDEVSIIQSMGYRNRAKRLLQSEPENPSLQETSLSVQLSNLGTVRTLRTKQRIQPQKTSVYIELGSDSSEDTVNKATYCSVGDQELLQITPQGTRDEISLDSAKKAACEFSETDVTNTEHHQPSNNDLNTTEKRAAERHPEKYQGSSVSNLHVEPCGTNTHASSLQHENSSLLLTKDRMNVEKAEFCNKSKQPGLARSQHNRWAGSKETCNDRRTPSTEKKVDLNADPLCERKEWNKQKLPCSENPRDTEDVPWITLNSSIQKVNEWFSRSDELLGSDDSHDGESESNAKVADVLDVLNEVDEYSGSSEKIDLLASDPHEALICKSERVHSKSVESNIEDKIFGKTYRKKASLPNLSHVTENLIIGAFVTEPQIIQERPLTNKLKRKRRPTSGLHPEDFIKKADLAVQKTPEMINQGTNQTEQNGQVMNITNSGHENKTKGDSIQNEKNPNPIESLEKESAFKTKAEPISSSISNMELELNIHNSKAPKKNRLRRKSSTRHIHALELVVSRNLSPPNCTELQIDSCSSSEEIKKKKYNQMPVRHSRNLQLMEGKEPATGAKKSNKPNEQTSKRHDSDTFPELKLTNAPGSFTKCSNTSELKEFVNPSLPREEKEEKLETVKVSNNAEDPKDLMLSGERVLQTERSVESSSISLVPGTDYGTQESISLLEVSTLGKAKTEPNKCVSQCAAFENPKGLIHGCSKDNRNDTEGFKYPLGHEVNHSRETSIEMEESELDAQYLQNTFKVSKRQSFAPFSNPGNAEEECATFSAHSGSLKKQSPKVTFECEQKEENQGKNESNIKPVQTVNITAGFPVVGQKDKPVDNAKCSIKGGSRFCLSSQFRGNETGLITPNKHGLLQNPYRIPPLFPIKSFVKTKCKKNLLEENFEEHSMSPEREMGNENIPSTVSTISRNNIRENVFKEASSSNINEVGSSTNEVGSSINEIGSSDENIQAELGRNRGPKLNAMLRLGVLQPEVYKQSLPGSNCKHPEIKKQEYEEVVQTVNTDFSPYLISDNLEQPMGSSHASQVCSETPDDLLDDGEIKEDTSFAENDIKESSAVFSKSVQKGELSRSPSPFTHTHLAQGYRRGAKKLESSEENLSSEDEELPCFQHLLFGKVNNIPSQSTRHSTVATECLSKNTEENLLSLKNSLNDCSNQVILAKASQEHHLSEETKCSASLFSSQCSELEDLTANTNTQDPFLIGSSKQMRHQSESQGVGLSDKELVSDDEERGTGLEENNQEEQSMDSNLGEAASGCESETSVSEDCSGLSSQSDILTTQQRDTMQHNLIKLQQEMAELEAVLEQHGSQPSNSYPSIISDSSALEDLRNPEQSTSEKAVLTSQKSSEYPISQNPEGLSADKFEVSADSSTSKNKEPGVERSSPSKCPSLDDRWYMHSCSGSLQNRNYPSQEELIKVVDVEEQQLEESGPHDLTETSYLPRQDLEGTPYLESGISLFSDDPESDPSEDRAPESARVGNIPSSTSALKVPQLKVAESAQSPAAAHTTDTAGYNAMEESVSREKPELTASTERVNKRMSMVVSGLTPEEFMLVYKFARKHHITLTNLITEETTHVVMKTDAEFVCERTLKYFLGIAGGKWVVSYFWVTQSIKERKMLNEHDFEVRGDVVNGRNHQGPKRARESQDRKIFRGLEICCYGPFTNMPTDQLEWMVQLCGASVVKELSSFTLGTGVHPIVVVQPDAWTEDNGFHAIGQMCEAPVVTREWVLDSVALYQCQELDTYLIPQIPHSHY
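Compounds were incubated for 12 min at room temperature with a complex of 100 nM fluorescein-tagged pBACH1 decapeptide and 250 nM His-tagged BRCT protein. Buffer was phosphate pH 7.3 with EDTA, DTT and Tween 20. Disruption of binding lowers the polarization signal.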
ALOX15 inhib: blocks human 15-lipoxygenase activity | P16050 | purified 15hLO-1, xylenol orange hydroperoxide absorbance | Potency, µM (doses to about 57.1 µM), inactives show top-dose activity change, negative = inhibition, hits mostly inhibitors | 74,000 compounds, 1.4% hits | AID 887; also: potency is read from the fitted curve at half-maximal effect; % is scaled to controls: 0 for no effect and ±100 for the full control effect; nearly all actives have a fitted effect of over 55% in size
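Purified human 15hLO-1 (40 nM final) in 25 mM Hepes pH 7.5, 0.01% Triton X-100 was preincubated with compound 15 min at room temperature, then reacted 6 min with 50 uM arachidonic acid; hydroperoxide detected by Fe-XO, 573/405 nm absorbance ratio.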
HBB splicing: hemoglobin beta splicing modulation. HBB splicing reporter cell assay, activation; EGFP reporter with mutant IVS2-654 intron; response scale: normalised to 500 nM splice-correcting PNA. Potency, µM (top dose mostly 46.1 µM), for the others: top-dose activation, hits mostly activators. 65,000 compounds, 0.06% hits; also: potency is read from the fitted curve at half-maximal effect; 0% is about no effect
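Compounds were applied for 2 days to HeLa EGFP-654 cells, 500/well in Optimem with 2% FCS. The reporter's EGFP is disrupted by mis-splicing of beta-globin intron IVS2-654. Readout: summed well GFP fluorescence from 488 nm laser scanning; reference was 500 nM antisense […] 654 PNA.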
BRCT inh red: disrupts BRCA1 BRCT binding to phosphoprotein, red fluorophore readout. P38398. BRCT-phosphopeptide binding, red fluorescence polarization. Potency, µM (doses to about 76.9 µM), inactives show at the top dose activity change, negative = inhibition, most hits filed as inhibitors. 75,000 compounds, 0.03% hits. AID 892; also: % is scaled to controls: 0 for no effect and ±100 for the full control effect
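Rhodamine-labelled pBACH1 10-mer (100 nM) bound to BRCT domain (100 nM) at pH 7.3; compounds incubated 12 min room temperature, polarization read. Free peptide defines full inhibition; unlabelled decapeptide titrated as control.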
Ub-GFP proteasome: proteasome inhibitors stabilizing ubiquitin-GFP reporter; Ubiquitin-GFP reporter cells, proteasome inhibition, GFP fluorescence; response scale: untreated = 0%, 10 µM MG-132 = 100%; Potency, µM (top dose mostly 45.9 µM), for inactives: at the highest dose activation (GFP accumulation), usual class: activators; 67,000 tested, under 10 active; active = well fitted activation curve with a large enough effect, not every such curve was filed as active; inconclusive = small, poorly fitted or top-dose-only effect, or another doubt; inactive = no such curve, though single readings can be large or run the other way; also: potency is read from the fitted curve at half-maximal effect
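Reporter cells (U2OS, ubiquitin-G76V-GFP fusion) are plated overnight, then treated 4 hr at 37 °C with compound titrations from 46 uM down to 2.9 nM. Activity is scaled against untreated cells and 10 uM MG-132.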
4MU fluor: 4-MU region autofluorescence | compound autofluorescence, 340/450 nm, 4-MU equivalents; stronger effect = higher value | max dye-equivalent concentration, M | 59,000 compounds, 11% hits; in the data active = max dye-equivalent concentration above about 10 nM; inconclusive = mostly about 1.1 nM to 9.6 nM
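Intrinsic fluorescence at 340/450 nm (ex/em) was read after 15 min at room temperature in pH 8.0, 100 mM Tris. Each compound concentration expressed as 4-MU-equivalent concentration from a six-point 4-MU standard series on each plate.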
Hsp90 Hop PPI: changes Hsp90-Hop TPR2A binding signal, up or down; AlphaScreen TPR2A-His6 binding biotin-Hsp90 C-terminal peptide; Potency, µM (series often up to 57 µM), without a hit: at the top dose activity change, negative = inhibition; 71,000 compounds, 0.44% hits; AID 595; active = well fitted curve in either direction with a large enough effect; inconclusive = small, poorly fitted or top-dose-only effect, or another doubt; also: potency is read from the fitted curve at half-maximal effect; % is scaled to controls: 0 for no effect and ±100 for the full control effect; many of its hits are not listed in these tables
CRE Fsk mod: modulators of forskolin-stimulated CRE signaling in CHO cells; CHO CRE-bla reporter (cAMP response element driving beta-lactamase), forskolin EC10, beta-lactamase ratio; Potency, µM (top dose mostly 38.2 µM), without a hit: at the highest dose activity change, negative = inhibition, most hits filed as activators; 71,000 compounds, 2.5% hits; active = well fitted activation curve with a large enough effect in the signal ratio, with a control signal flat, not every such curve was filed as active; inconclusive = small, poorly fitted or top-dose-only effect, or effect the other way, or a change in a side signal; the % refers to the signal ratio; also: potency is read from the fitted curve at half-maximal effect; % of control where 0% means no effect
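Reporter-gene assay: CHO cells with beta-lactamase behind cAMP responsive elements, co-treated with compound and EC10 NKH 477 for 3 hours at 37 degrees Celsius. Activity came from the 460/530 nm CCF4 emission ratio.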
Pol III holo inh: blocks replication by bacterial DNA polymerase III holoenzyme; reconstituted DNA polymerase III holoenzyme replication, biochemical; Potency, µM (titrated, usually from 57.1 µM), for the others: at the top dose activity change, negative = inhibition; 71,000 compounds, 0.25% hits; also: potency is read from the fitted curve at half-maximal effect; % is scaled to controls: 0 for no effect and ±100 for the full control effect
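Reconstituted *E. coli* holoenzyme (0.35 nM Pol III, 1 nM beta, 154 nM SSB, 2 nM primase) was preincubated with compound for 15 min at RT. Synthesis on 1.4 nM ssM13Gori ran 35 min, then was stopped with PicoGreen/EDTA and read as dsDNA fluorescence.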
Numbers without * were called inactive; i = inactive; ? = inconclusive; . = no result given; [ ] = dose if it differs, or a comment. Unless noted, calls follow the shape of the dose curve; as a rule, active = well fitted curve in the direction sought with a large enough effect; inconclusive = small, poorly fitted or top-dose-only effect, or another doubt; inactive = no such curve, though single readings can be large; an effect the other way counts as inactive or inconclusive. This is a random part of the collection. Share with any hit: about 12%.

SMILES	GFP derepression	A350 autofl	BRCT inh green	ALOX15 inhib	HBB splicing	BRCT inh red	Ub-GFP proteasome	4MU fluor	Hsp90 Hop PPI	CRE Fsk mod	Pol III holo inh
O=C(CSc1nnc(Cc2ccccc2)n1Cc1ccco1)NC1CCCC1	1%	i	-2.3%	-11%	-4.5%	1.9%	-3%	i	-2%	-10%	0%
CCn1nnc(NC(=O)c2ccccc2Br)n1	0%	i	-1.7%	2%	-1.9%	0.5%	1%	i	-3%	1%	-7%
Cc1ccc(S(=O)(=O)N2CC(=O)Nc3ccccc32)cc1C	-2%	.	-2.6%	3%[11.4 µM]	-2.3%[0.0738 µM]	-1.1%	20%[9.17 µM]	.	-4%[11 µM]	?	-5%[11.4 µM]
Cc1cc2cc(CCNC(=O)C(C)C)c(=O)[nH]c2cc1C	3%	?	1.8%	4%	0.0%	-0.4%	-9%	i	0%	0%	-4%
O=S(=O)(NCc1ccccc1)c1ccc(S(=O)(=O)N2CCCCC2)cc1	-1%	i	-1.9%	-4%	.	-1.1%	3%	i	1%	2%	-5%
Cc1ccc(C(=O)Nc2nc3ccccc3c(=O)s2)cc1	0%	i	-2.8%	?	.	-2.1%	3%	i	-4%	-3%	-7%
Cc1c(NC(=O)C(C#N)=C2CCCCC2)c(=O)n(-c2ccccc2)n1C	1%	i	-1.9%	12%	-0.1%[57.5 µM]	-0.8%	-1%	i	0%	0%	-5%
CCCSc1oc(-c2ccco2)nc1S(=O)(=O)c1ccccc1	6%	i	0.1%	-6%	4.5%	-1.4%	2%	i	5%	24%	1%
COc1ccc(C(=O)N(Cc2ccc(N(C)C)cc2)C2CCS(=O)(=O)C2)cc1 (configuration not stated)	6%	?	-1.6%	13%	-8.9%[0.369 µM]	-0.1%	-4%	i	-15%	19%	15%
CN(C)CCCN1c2ccccc2Sc2ccc3ccccc3c21	-1%[9.22 µM]	i	-2.2%[15.4 µM]	0%[11.4 µM]	1.5%[9.22 µM]	0.5%[15.4 µM]	6%[9.17 µM]	i	-4%[11 µM]	?	-10%[11.4 µM]
N#Cc1ccc(CN2CC3(CCN(C(=O)c4cnccn4)CC3)C2)cc1	2%[9.22 µM]	i	-0.7%	8%	0.8%	-0.4%	2%	i	-6%	6%	-11%
CCC(=O)Nc1c2c(nn1-c1ccccc1C)CSC2	0%	i	1.0%	3%	1.3%	-0.4%	-4%	i	-2%	-15%	-5%
Cc1cc(C)n(Cc2ccc(F)cc2)c(=O)c1C#N	13%	i	-1.9%	1%	0.3%	0.4%	3%	i	-1%	-14%	-13%
O=c1cc(C(F)(F)F)c2sc(N3CCCCC3)nc2[nH]1	1%	4.7e-06M*	4.4%	-14%	0.0%[57.5 µM]	1.0%	-1%	4.1e-06M*	1%	?	0%
CCc1nc(N)nc2c1C(=O)CC(C)(C)C2	-2%	.	-0.1%	12%[11.4 µM]	1.0%[0.0738 µM]	-0.6%	0%[9.17 µM]	.	-2%[11 µM]	?	-4%[11.4 µM]
O=C(NCCN1CCCCCC1)C1CCN(S(=O)(=O)N2CCOCC2)CC1	0%	i	-1.1%	-12%	-3.9%	0.1%	-6%	i	-8%	-2%	1%
COc1ccc(-c2nc3cnc(Oc4ccccc4)nc3n(Cc3cccs3)c2=O)cc1	5%[9.22 µM]	1.2e-08M*	-3.6%	-2%	0.4%	-1.6%	15%	?	-6%	4µM*	-5%
O=C1CC(N2CCN(S(=O)(=O)c3ccc(Cl)cc3)CC2)C(=O)N1CCc1ccccc1 (configuration not stated)	-3%	i	0.9%	1%	0.0%[57.5 µM]	1.2%	-6%	i	0%	-13%	8%
CCN(CC)c1ccc(C2C(C(=O)OCCOC(C)C)=C(C)NC3=C2C(=O)CCC3)cc1 (configuration not stated)	-2%	.	-2.9%	-14%	-1.2%[9.22 µM]	-2.1%	22%	.	-11%	20%	-14%
CCOC(=O)N1CCC(NC(=O)c2sc3nc4n(c(=O)c3c2C)CCCC4)CC1	5%	?	-2.1%	2%	3.5%[0.369 µM]	-1.8%	2%	?	-5%	15%	-4%
Cc1c(NC(=O)CN2CC(C)OC(C)C2)c(=O)n(-c2ccccc2)n1C (configuration not stated)	-3%	?	0.7%	2%	1.3%	0.3%	-3%	i	-1%	-13%	0%
Cn1ncc(Cl)c1C(=O)Nc1cccnc1	-1%	i	-1.2%	-3%	0.5%	-0.3%	0%	i	-2%	-5%	-1%
O=C(c1ccccc1)N1CCN(CC#CC2(O)CCCCC2)CC1	2%	i	-2.4%	0%	.	-0.1%	4%	i	0%	-4%	-7%
O=C(c1cc2c(=O)oc3ccccc3c2s1)N1CCN(c2ncccn2)CC1	0%	?	-1.2%	4%	0.7%	-1.7%	13%	i	2%	11%	0%
Cc1cc2ccccc2c(=O)n1CC(=O)NCC(=O)N(C)Cc1ccccc1	4%	?	-0.8%	6%	0.0%	-1.6%	11%	i	-3%	-4%	-4%
Cc1cc2c(c(=O)n1Cc1ccccn1)C(C(C)C)C(C#N)=C(N)O2 (configuration not stated)	6%	?	-0.9%	7%	3.3%[0.369 µM]	1.1%	.	?	-4%	-7%	-6%
CC(=O)Nc1ccc(S(=O)(=O)Nc2nc3c(s2)CCCC3)cc1	6%	.	-0.7%	8%	0.2%[9.22 µM]	-0.4%	-12%	.	-3%	2%	-13%
N#CCCn1c(=O)c(-c2cc(F)cc(F)c2)nc2cnc(OCc3ccccc3)nc21	0%[9.22 µM]	?	3.1%	1%	-1.4%	-2.6%	-7%	?	-6%	?	-12%
NC1=NC(c2cn(-c3ccccc3)nc2-c2cccs2)n2c(nc3ccccc32)N1 (configuration not stated)	-2%	i	-1.4%	4%	0.2%[57.5 µM]	0.7%	1%	i	-5%	-13%	-3%
CC(=O)N1CCC(C(=O)Nc2ccccc2)(N(Cc2ccccc2)C(=O)c2cccnc2)CC1	-2%	?	-2.6%	3%	3.1%[1.84 µM]	1.2%	-4%	?	1%	5%	2%
Cc1csc2ncc(C(=O)NCc3ccco3)c(=O)n12	0%	2.1e-07M*	-6.5%	-18%	-0.5%	-2.1%	-2%	2.3e-07M*	-3%	12%	-18%
Cc1ccnc(NC(=O)Nc2ccc(F)cc2)c1	-2%	.	0.4%	3%	0.6%	0.4%	-3%	.	?	-14%	-7%
CCCC(=O)n1nc(-c2ccco2)nc1SCc1ccccc1	2%	.	4.5%	?	0.3%	-0.4%	-15%	.	-9%	3%	-10%
c1cncc(-c2nc(-n3ccnc3)c3ccccc3n2)c1	-3%[9.22 µM]	i	0.4%	-6%	1.1%	-2.2%	7%	i	-5%	?	-11%
CCOc1ccc(Nc2nc3c(c(=O)[nH]2)CCCC3)cc1	2%	i	-1.1%	2%	0.0%	-0.1%	4%	i	-7%	-10%	-2%
CC(Oc1ccc(Cl)cc1Cl)C(=O)NCCN1CCOCC1 (configuration not stated)	0%	.	-2.7%	10%	0.7%[9.22 µM]	-1.2%	-7%	.	-1%	6%	-6%
COc1ccc(-n2c(=O)cc(N3CCN(c4ccccc4)CC3)[nH]c2=O)cc1	6%	i	-1.4%	18%	5.3%	0.7%	-4%	i	-5%	?	-1%
CC(C(=O)NC1CCCC1)N(Cc1ccco1)C(=O)c1snc(C(=O)NC2CCCC2)c1N (configuration not stated)	-2%	7.4e-08M*	-0.5%	-5%	0.0%[57.5 µM]	-0.5%	1%	8.2e-08M*	0%	0%	-3%
CCN(CC)S(=O)(=O)c1cccc(C(=O)Nc2cc(C)nn2-c2nc(C)cc(C)n2)c1	10%	i	-0.5%	29%	0.4%[57.5 µM]	0.2%	-4%	i	-2%	?	-1%
COc1cc(OC)cc(C(=O)NC2CCSC2=O)c1 (configuration not stated)	0%	i	-0.6%	0%	.	-0.7%	-6%	i	-3%	-5%	-6%

Looked up above:
Ub-GFP proteasome result of `COc1ccc(-n2c(=O)cc(N3CCN(c4ccccc4)CC3)[nH]c2=O)cc1` : -4%
ALOX15 inhib result of `CC(Oc1ccc(Cl)cc1Cl)C(=O)NCCN1CCOCC1` (configuration not stated) : 10%

Just BRCT inh red, GFP derepression and A350 autofl, for 2 of the compounds above:
Compound	BRCT inh red	GFP derepression	A350 autofl
CCOc1ccc(Nc2nc3c(c(=O)[nH]2)CCCC3)cc1	-0.1%	2%	i
CC(Oc1ccc(Cl)cc1Cl)C(=O)NCCN1CCOCC1 (configuration not stated)	-1.2%	0%	.
